Source: PubChem BioAssay
IL1B secr inh: blocks inflammasome-driven IL-1 beta release | THP-1 LPS/ATP IL-1B secretion, AlphaLISA, 16 h; stronger effect = lower value | activity change, % at 57.5 µM | hit rate 4.7% among 360,000 | AID 743279; in the data active means activity change below about -50%; inconclusive means mostly about -30% to -49%; further: on the % scale 0 is the no-effect control and ±100 the full control effect
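Secreted IL-1B measured by AlphaLISA bead assay after 16 h compound exposure of THP-1 cells; compounds (final up to 57.5 uM) added 1 h before LPS (250 ng/mL) and ATP (1.25 mM) stimulation; lower signal means less secretion.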
ATXN2 expr inh: reduces ATXN2 reporter expression in HEK-293 cells | HEK-293 ATXN2-luciferase reporter, luminescence, 24 h | Potency, µM (doses to about 57 µM), inactives show top-dose activity change, negative = inhibition, hits mostly inhibitors | hit rate 0.72% among 360,000; further: potency means the concentration at half of the fitted maximal effect; on the % scale 0 is the no-effect control and ±100 the full control effect; nearly all actives have a fitted effect of over 55% in size
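ATXN2-luciferase reporter cells (luciferase flanked by upstream and downstream ATXN2 gene portions) were treated 24 h at 37 °C with compounds at up to 57 uM. SteadyGlo luminescence gave expression; GF-AFC fluorescence gave viability.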
HepG2 tox: counter-screen for TGF-b inhibitors: cytotoxicity in HepG2 cells; Potency, µM (titrated, usually from 46.1 µM), for inactives: at the highest dose activity change, negative = cytotoxicity, hits mostly cytotoxic; HepG2 CAGA-GFP viability, ATP luminescence, 18 h; hit rate 0.76% among 410,000; further: potency means the concentration at half of the fitted maximal effect; some results filed as inactive show a strong effect at the top dose
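CellTiter-Glo luminescence gave cytotoxicity after 18 hours at 37 degrees C. The cells were HepG2 CAGA-GFP in 1% FBS DMEM, stimulated with 500 pg/mL TGF-beta after compound addition. %Activity was normalised to no-cell wells (complete cell-killing) and DMSO (no toxicity), and curves were fitted and classified.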
A549 viability: counter-screen for Nrf2 inhibitors: cytotoxicity in A549 cells; A549 ARE-Fluc cells, CellTiter-Fluor viability, 18-24 h; Potency, µM (highest dose often 46 µM), without a hit: at the highest dose activity change, negative = cytotoxicity, actives largely listed as inhibitors; hit rate 0.16% among 390,000; AID 504648; further: potency means the concentration at half of the fitted maximal effect; on the % scale 0 is the no-effect control and ±100 the full control effect
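A549 ARE_Fluc cells in 5% FBS OPTI-MEM were exposed to compounds in concentration-response for 18-24 h at 37 deg C. Viability was read by CellTiter-Fluor fluorescence (Ex 405/Em 525) after 30 min, before the luciferase read.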
Nrf2 ARE act: activates Nrf2 signaling; AREc32 ARE-luciferase reporter (MCF7-derived line), luminescence, 24 h; Potency, µM (series often up to 46.1 µM), inactives show at the top dose activation, hits mostly activators; hit rate 0.31% among 410,000; AID 624171; further: potency means the concentration at half of the fitted maximal effect; % of control where 0% means no effect; nearly all actives have a fitted effect of over 65% in size
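AREc32_Fluc, 1000 cells/well, OPTI-MEM + 5% FBS, o/n 37 deg C 5% CO2; 23 nL cpd by pin tool, 24 hr; Steady-Glo 30 min RT, luminescence.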
Nrf2 block: blocks Nrf2 signaling; A549 ARE-Fluc reporter, luciferase luminescence, 18-24 h; Potency, µM (highest dose often 46 µM), without a hit: at the highest dose activity change, negative = inhibition, hits mostly inhibitors; hit rate 2.1% among 360,000; AID 504444; further: potency means the concentration at half of the fitted maximal effect; on the % scale 0 is the no-effect control and ±100 the full control effect; nearly all actives have a fitted effect of over 60% in size
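In this cell-based qHTS, ARE-driven firefly luciferase in A549 cells reports Nrf2 activity; the luminescent signal after BugLite lysis is the measured value, with a prior CellTiter-Fluor read for cell health.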
TGFb inhibitor: inhibitors of TGF-b signaling; HepG2 CAGA-GFP TGF-b/SMAD3 reporter, GFP fluorescence, 18 h; TGF-beta stimulated, 500 pg/mL final; Potency, µM (top dose mostly 46.1 µM), without a hit: at the highest dose activity, negative = inhibition, hits mostly inhibitors; hit rate 1.2% among 410,000; further: potency means the concentration at half of the fitted maximal effect; on the % scale 0 is the no-effect control and ±100 the full control effect; nearly all actives have a fitted effect of over 65% in size
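Per well, imaged GFP fluorescence of HEPG2 CAGA-GFP cells gives the signal; cells get compound, then TGF-beta (500 pg/mL final), 18 h at 37 degrees C; %Activity versus -TGF-beta and +DMSO controls.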
ATXN viability: viability counter-screen for ATXN expression inhibitors; S2 cells (HEK-293 line with an ATXN2-luciferase reporter) viability, CellTiter-Fluor protease fluorescence, 24 h; Potency, µM (titrated, usually from 56.7 µM), hits mostly cytotoxic; hit rate 0.49% among 400,000; further: potency means the concentration at half of the fitted maximal effect; nearly all actives have a fitted effect of over 40% in size
MCF10A rereplic: DNA re-replication induction in MCF 10a cells; MCF 10A DNA re-replication, Hoechst nuclear intensity, 48 h; Potency, µM (top dose mostly 46.1 µM), without a hit: at the top dose activity, positive = re-replication, usual class: activators; hit rate 2.9% among 350,000; further: potency means the concentration at half of the fitted maximal effect; % of control where 0% means no effect; nearly all actives have a fitted effect of over 50% in size
* hit, by the source's call; i = inactive; ? = inconclusive; . = no result given; [ ] = remark or other dose. Unless noted, the call rests on the fitted dose curve; in most records, active means well fitted curve in the direction sought with a large enough effect; inconclusive means small, poorly fitted or top-dose-only effect, or another doubt; inactive means no such curve, though single readings can be large; an effect the other way counts as inactive or inconclusive. This is a random part of the collection; 8.8% or so of the library scored in one or more.

SMILES	IL1B secr inh	ATXN2 expr inh	HepG2 tox	A549 viability	Nrf2 ARE act	Nrf2 block	TGFb inhibitor	ATXN viability	MCF10A rereplic
CC(NC(=O)CSCc1ccc(Br)cc1)c1ccccc1 (stereo not given)	?	-9%	-14%	10%	0.0%	-6%	2%	i	6%
CCN(CC)CCNC(=O)CCc1nn(C)c(=O)c2ccccc12	12	-13%	-23%	-2%	0.3%	0%	0%	i	0%
CN(C)C(CNc1nnnn1-c1ccccc1)c1ccco1 (stereo not given)	-10	.	-3%	0%	0.4%	0%	-37%	.	-3%
Nc1n[nH]c(-c2ccccc2)c1-c1ccccc1	-15	-5%	-38%	3%	1.5%	-7%	-6%	i	-10%
Cn1cnnc1SCC(=O)NCCc1ccc(Cl)cc1Cl	0	-19%	0%	0%	-0.4%	16%	2%	i	?
O=C1CC(N2CCN(c3ccc(F)cc3)CC2)C(=O)N1c1ccc2c(c1)OCO2 (stereo not given)	10	.	34%	7%	-0.4%	5%	16%	i	2%
CCOc1ccc(/C=N/Nc2nncc(-c3ccccc3)n2)cc1OC	4	-12%	2%	-2%	-0.5%	-27%	-4%	i	0%
CCOC(=O)C(C(=O)OCC)N(C#N)c1nc(C)cc(C)n1	-4	-6%	-12%	-12%	-0.5%	13%	-27%	i	-4%
COc1cccc(NC(=O)CN(C)C(=O)c2cc(CN3C(=O)c4ccccc4C3=O)ccc2OC)c1	37	-10%	-31%	0%	0.1%	7%	0%	i	-4%
CCOC(=O)N/N=C(\C)c1ccc(Oc2ncccn2)cc1	-13	.	3%	-2%	2.0%	-19%	-3%	i	-3%
CCN(CC)S(=O)(=O)c1ccc(Cl)c(C(=O)Oc2cccnc2)c1	86	1%	3%	-10%	0.3%	?	-17%	i	6%
C=CCSC1=C(C#N)C(c2ccccc2C)CC(=O)N1 (stereo not given)	5	-9%	-26%	-2%	0.1%	18%	9%	i	1%
Cc1ccc(C)c(NC(=O)COC(=O)Cc2ccsc2)c1	-13	-17%	0%	8%	2.3%	18%	7%	i	-38%[inhibitor]
CC1CCN(C(=O)CCNC(=O)Cn2cnc3sc4c(c3c2=O)CCCC4)CC1	-1	-20%	-12%	-4%	-0.2%	-25%	2%	i	7%
CCN(CC)S(=O)(=O)c1ccc(N2CCCC2)c(NC(=O)Cc2cc(OC)c(OC)c(OC)c2)c1	3	-2%	8%	0%	-0.2%	1%	1%	.	4%

Retrieved by structure from the entries so far:
SMILES	IL1B secr inh	ATXN2 expr inh	HepG2 tox	A549 viability	Nrf2 ARE act	Nrf2 block	TGFb inhibitor	ATXN viability	MCF10A rereplic
CC1CCN(C(=O)CCNC(=O)Cn2cnc3sc4c(c3c2=O)CCCC4)CC1	-1	-20%	-12%	-4%	-0.2%	-25%	2%	i	7%
CCN(CC)CCNC(=O)CCc1nn(C)c(=O)c2ccccc12	12	-13%	-23%	-2%	0.3%	0%	0%	i	0%
CCN(CC)S(=O)(=O)c1ccc(Cl)c(C(=O)Oc2cccnc2)c1	86	1%	3%	-10%	0.3%	?	-17%	i	6%

(continued)
SMILES	IL1B secr inh	ATXN2 expr inh	HepG2 tox	A549 viability	Nrf2 ARE act	Nrf2 block	TGFb inhibitor	ATXN viability	MCF10A rereplic
Cc1ccc(NC(=O)C2CCC(CNS(=O)(=O)c3cccc4nsnc34)CC2)c(Cl)c1 (stereo not given)	.	-9%	17%	-11%	-1.0%	-13%	-6%	?	.
CCCS(=O)(=O)NC(=O)C1(C)CCN(C(=O)c2ccc(OC)c(F)c2)C1 (stereo not given)	25	14%	-2%	.	-0.3%	.	27%	i	.
COc1cccc(CSc2nc3ccccc3cc2C=O)c1	49	-8%	-31%	6%	?	-10%	?	i	13µM*
Cc1nnc(SC(C)C(=O)Nc2nccs2)s1 (stereo not given)	0	-15%	1%	-1%	0.3%	22%	20%	i	0%
Cn1c(=N)n(CC(=O)c2ccccc2)c2ccccc21	-4	?	-52%	4%	0.0%	?	-3%	i	9%
C/C(=N\NC(=O)c1ccccc1F)c1ccc(C#N)cc1	?	25%	-11%	-7%	3.1%	8%	1%	i	1%
O=C1CC(c2ccccc2)CC(O)=C1C=Nc1cccc(Cl)c1 (stereo not given)	-5	1%	-8%	1%	2.2%	-23%	1%	i	14%
Cc1ccc(Cc2c(C)nc3nc(SCC(=O)NCCCN4CCOCC4)nn3c2C)cc1	37	25%	-1%	-10%	-0.1%	-15%	9%	?	5%
CN(C)CCNC(=O)/C(=C/c1ccc(-c2cccc(Cl)c2)o1)NC(=O)c1ccccc1	-3	11%	-22%	10%	0.4%	14%	-19%	i	?
O=[N+]([O-])c1ccc(Sc2ncccn2)c([N+](=O)[O-])c1	.	?	20µM*	?	?	23µM*	?	?	18µM*
CN1OC[C@@H]2CN(C(=S)NCCc3ccccc3)[C@H](c3ccc(-n4ccnc4)cc3)C[C@@H]21	-11	-2%	-1%	.	0.5%	.	?	?	.
CSC1=NCCN1CCOc1ccccc1	-1	-10%	-1%	-7%	0.2%	1%	6%	i	-1%
O=C(O)CC1(CC(=O)Nc2ccc(Cl)cc2C(=O)c2ccccc2)CCCC1	18	.	-17%	2%	0.1%	9%	-12%	i	22%
O=[N+]([O-])c1cccc2ccc(/C=C/c3ccc(Cl)cc3)nc12	-11	35%[activator]	-25%	-19%	?	?	-21%	i	2%
Cc1csc(=O)n1CCC(=O)OCC(=O)Nc1ccc(N2CCOCC2)cc1	0	.	1%	.	-1.1%	.	9%	i	.
Cn1c(NC(=O)C2CC2)cc(=O)n(C)c1=O	-1	-8%	15%	2%	-0.7%	3%	-2%	i	9%
CCC(C)NC(=O)Cn1c(=O)n(-c2ccc(C)cc2)c(=O)c2ccccc21 (stereo not given)	.	-15%	-3%	-3%	-0.7%	15%	?	i	.
CC(=O)Nc1ccc(/C=C(\C#N)C(N)=O)cc1	7	-11%	2%	2%	3.0%	4%	0%	i	0%
N=c1n(Cc2ccccc2)c2ccccc2n1CC(O)c1ccccc1 (stereo not given)	?	-19%	-55%	.	0.0%	-23%	-6%	?	?
CCOC(=O)/C=C/c1cnn(-c2ccccc2)c1	15	39%[activator]	-24%	-2%	0.4%[9.22 µM]	20%	-26%	i	-1%
CSc1n[nH]c(N)c1S(=O)(=O)c1ccc(Cl)cc1	7	3%	-30%	1%	0.5%	-19%	?	i	4%
COc1ccccc1NC(=O)COc1coc(CN2CCN(c3ccccc3)CC2)cc1=O	-5	-18%	-19%	-6%	-0.5%	-4%	10%	i	-3%
Cc1ccc(NC(=O)C2CCN(S(=O)(=O)c3cccc(C(F)(F)F)c3)CC2)nc1	4	6%	0%	-14%	2.3%	?	7%	i	7%
Cc1ccc(C(=O)Nc2ccc3c(c2)CCC3)cc1	?	?	-19%	4%	-2.3%	?	-11%	i	-9%
O=C(NCCc1ccccc1)c1ncn[nH]1	0	20%	4%	2%	-0.2%	3%	?	i	3%
CCCCn1nnnc1C(c1ccccc1)N1CCN(c2ncccn2)CC1 (stereo not given)	-19	1%	.	.	0.1%	.	.	i	.
CCCC(=O)N1CCN(c2ccc(NC(=O)c3sc4ccccc4c3Cl)cc2)CC1	-17	?	-1%	-5%	0.0%	?	-5%	?	?
Cc1c(Cl)cnc(NC(=O)COC(=O)c2cccc(S(=O)(=O)N3c4ccccc4CC3C)c2)c1Cl (stereo not given)	31	-3%	9%	1%	0.1%	-12%	5%	i	?
O=C(Nc1ccc2c(c1)CCC2)c1cccc(S(=O)(=O)Nc2ccccc2Cl)c1	0	1%	-36%	-7%	-0.1%[9.22 µM]	?	-5%	i	?
Cc1ccc(NC(=O)/C(=C/C=C/c2ccccc2)NC(=O)c2ccccc2)cc1	-21	11%	-1%	-5%	-0.6%	0%	0%	?	-3%
O=C1NC(=O)c2cc(Br)cc3cccc1c23	-4	-13%	3%	7%	-0.2%	?	12%	i	-6%
CC(=O)N(CN1C(=O)c2ccccc2C1=O)c1ccc2c(c1)oc1ccccc12	12	3%	-8%	5%	0.3%	20%	1%	i	0%
O=Nc1c(O)n(Cc2cccc(C(F)(F)F)c2)c2ccccc12	-246*	.	-1%	-13%	0.4%	-13%	?	i	-3%
COc1ccc(C(C(=O)NC2CCCC2)N(C(=O)c2ccco2)c2ccccc2C(C)=O)cc1OC (stereo not given)	20	1%	-1%	-5%	-0.2%	0%	-7%	i	0%
CCN(CC)c1ccc2cc(C(N)=O)/c(=N\NC(=O)c3ccncc3)oc2c1	?	32%[activator]	-7%	?	1.5%	?	98%[activator]	.	?
COc1ccc(/C=N\NC(=O)c2ccccc2Br)cc1COc1ccccc1	-14	?	-57%	-18%	-0.4%	?	?	?	-4%
CC1CCN(S(=O)(=O)c2cccc(C(=O)N3CCN(c4ccc(F)cc4)CC3)c2)CC1	-14	4%	-32%	-1%	0.5%	?	-2%	i	22%
C=C1CCC[C@]2(C)C[C@H]3OC(=O)C(CNC(C)CC)[C@H]3CC12 (stereo not given in full)	-96*	.	-61%	0%	?	7%	?	?	?
COc1ccc(C2(O)CCN(CC(=O)Nc3nccs3)CC2)c(OC)c1	13	-1%	-2%	-1%	-0.1%	10%	-12%	i	4%
COCCNC(=O)c1onc(CSc2ccccc2C)c1C(=O)O	-7	3%	-19%	-4%	0.5%	4%	-21%	i	9%
Cc1ccnc(NC(=O)CC(NC(=O)c2ccccc2Cl)c2ccccc2)c1 (stereo not given)	13	31%	5%	0%	-0.3%	?	6%	?	2%
CCCCC(CC)CNC(=O)C(=O)C1C(=O)Nc2ccccc21 (stereo not given)	11	22%	-31%	-9%	0.1%	1%	-16%	i	?
